Compound activity deposited in PubChem BioAssay by National Center for Advancing Translational Sciences (NCATS).
Tb PFK inh: blocks T. brucei phosphofructokinase | 330,000 tested, 0.17% active | O15648 | Potency, µM (highest dose often 57.5 µM), for the others: at the top dose activity, negative = inhibition, usual class: inhibitors | T. brucei PFK, ADP-Glo luminescence;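 further: potency means the concentration at half of the fitted maximal effect; 0% = uninhibited 1x PFK enzyme wells and -100% = no-enzyme wells; nearly all actives have a fitted effect of over 60% in size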
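Compounds were pin-transferred as a titration series up to 57 uM into substrate buffer (0.5 mM F6P, 0.1 mM ATP, pH 8.0), then 1.25 nM PFK was added and reactions ran 45 min before ADP-Glo detection.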
VP16 counter: inhibits Gal4-VP16 luciferase reporter, ROR gamma counter-screen; 310,000 tested, 3.5% active; Potency, µM (titrated, usually from 53.6 µM), for the others: at the highest dose activity, negative = inhibition, hits mostly inhibitors; Drosophila S2 Gal4-VP16 UAS-luciferase, luminescence, 20 h;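 further: Gal4-VP16 expression switched on by copper sulfate through the metallothionein promoter; potency means the concentration at half of the fitted maximal effect; on the % scale 0 is the no-effect control and ±100 the full control effect; nearly all actives have a fitted effect of over 50% in size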
TRPV1 agonist: human TRPV1 agonism. activation, % at 8.33 µM. 320,000 tested, 0.19% active. AID 540275. Q8NER1. TRPV1-expressing cells, Fluo-8 calcium influx, agonist mode; in the data active means activation above about 80%; inconclusive means between about 30% and that limit; further: 0% is about no effect
Target sequence (Q8NER1 whole entry, looked up): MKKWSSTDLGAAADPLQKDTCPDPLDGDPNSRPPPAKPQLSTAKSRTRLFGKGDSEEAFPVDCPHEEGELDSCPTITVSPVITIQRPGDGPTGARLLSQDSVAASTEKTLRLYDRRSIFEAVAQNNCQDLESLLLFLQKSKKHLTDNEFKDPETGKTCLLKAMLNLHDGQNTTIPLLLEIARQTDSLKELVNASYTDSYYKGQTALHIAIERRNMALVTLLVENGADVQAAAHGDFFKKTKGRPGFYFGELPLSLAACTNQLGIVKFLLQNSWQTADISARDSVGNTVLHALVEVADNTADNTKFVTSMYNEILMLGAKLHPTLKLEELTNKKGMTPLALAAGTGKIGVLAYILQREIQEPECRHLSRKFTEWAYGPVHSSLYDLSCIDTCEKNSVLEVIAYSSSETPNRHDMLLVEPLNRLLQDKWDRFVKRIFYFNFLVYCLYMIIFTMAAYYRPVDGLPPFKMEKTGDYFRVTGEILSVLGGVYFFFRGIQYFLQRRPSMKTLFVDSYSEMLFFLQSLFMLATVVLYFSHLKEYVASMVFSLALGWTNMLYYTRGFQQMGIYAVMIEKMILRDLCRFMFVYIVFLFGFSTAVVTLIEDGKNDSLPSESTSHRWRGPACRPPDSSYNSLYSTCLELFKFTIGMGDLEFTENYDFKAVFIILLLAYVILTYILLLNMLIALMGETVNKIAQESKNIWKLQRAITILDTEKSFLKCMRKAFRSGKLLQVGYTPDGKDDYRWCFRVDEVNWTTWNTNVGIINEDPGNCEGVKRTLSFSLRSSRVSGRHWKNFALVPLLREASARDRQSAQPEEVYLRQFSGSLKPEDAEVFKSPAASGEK
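TRPV1-expressing cells were cultured overnight at 35.5C and loaded with Fluo-8 calcium dye for 40 to 90 min at room temperature. After a 10 s baseline, compound was added and calcium influx was read kinetically for 3 min (ex 480/em 520 nm).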
NPC1 prom act: NPC1 promoter activation | Potency, µM (doses to about 9.22 µM), inactives show at the top dose activation, usual class: activators | AID 485313 | Huh7 NPC1 promoter luciferase reporter, 24 h | 320,000 tested, 2.4% active;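 further: potency means the concentration at half of the fitted maximal effect; % of control where 0% means no effect; nearly all actives have a fitted effect of over 60% in size; reporter is driven by a mutant NPC1 promoter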
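Luciferase expression driven by the NPC1 promoter was measured in stably transfected Huh7 cells after a 24 h compound incubation, using a luciferase reagent and a luminescence read.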
Rab9 prom act: Rab9 promoter activation | Huh7 Rab9 promoter-luciferase reporter, luminescence, 24 h | Potency, µM (top dose mostly 9.22 µM), without a hit: at the top dose activation, negative = inhibition, actives largely listed as activators | 320,000 tested, 2.8% active | AID 485297; further: potency means the concentration at half of the fitted maximal effect; % of control where 0% means no effect; nearly all actives have a fitted effect of over 60% in size
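Quantitative HTS format; Huh7 Rab9-luciferase reporter cells (1500/well) receive compound 2 h post-plating, incubate 24 h at 37 °C, then get luciferase reagent for 10 min before luminescence reading.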
ELG1 genotox: genotoxicity induction in ELG1-luciferase HEK293T cells. Potency, µM (series often up to 46 µM), for the others: at the top dose activity change, positive = activation, hits mostly activators. 330,000 tested, 1.3% active. HEK293T ELG1-luciferase reporter, luminescence, 16 h; further: potency means the concentration at half of the fitted maximal effect; % of control where 0% means no effect; nearly all actives have a fitted effect of over 60% in size
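HEK293T cells expressing luciferase-tagged ELG1 were exposed to compound or DMSO vehicle for 16 hr at 37 °C and 5% CO2. Luciferase activity was then measured with ONE-Glo after 30 min at room temperature.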
ELG1 repair inh: blocks ELG1-dependent DNA repair in HEK293T cells; HEK293T ELG1-luciferase reporter, luminescence, 16 h; DNA damage induced by 5-fluorouridine; Potency, µM (series often up to 46.1 µM), without a hit: top-dose activity change, negative = inhibition, actives largely listed as inhibitors; 330,000 tested, 2.3% active; AID 504467; further: potency means the concentration at half of the fitted maximal effect; on the % scale 0 is the no-effect control and ±100 the full control effect; nearly all actives have a fitted effect of over 55% in size
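Cells (2,000 per well) received 5-fluorouridine plus test compound or DMSO and were incubated 16 hr at 37 °C, 5% CO2. Luciferase activity was read by luminescence 30 min after ONE-Glo addition; signal suppression marked inhibition of damage-induced ELG1 function.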
RORg inh: inhibitors of mouse ROR gamma transcriptional activity. Drosophila S2 Gal4-RORgamma UAS-luciferase reporter, 20 h. Potency, µM (series often up to 53.6 µM), for inactives: at the highest dose activity change, negative = inhibition, actives largely listed as inhibitors. 310,000 tested, 5.4% active. P51450; further: potency means the concentration at half of the fitted maximal effect; on the % scale 0 is the no-effect control and ±100 the full control effect; nearly all actives have a fitted effect of over 60% in size
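ROR gamma transcriptional activity was tracked as Gal4-UAS luciferase output in stably transfected Drosophila Schneider cells, with compound added 1 hr before 700 uM copper sulfate induction and a 20 hr ambient-temperature incubation.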
BRCA1 expr up: activators of BRCA1 expression | MCF7-BRCA1-FFLuc reporter, luminescence, 48 h; response scale: scaled: vehicle 0%, 10 µM genistein 100% | Potency, µM (highest dose often 46.1 µM), inactives show at the top dose activation, most hits filed as activators | 380,000 tested, 1.1% active | AID 624202; further: potency means the concentration at half of the fitted maximal effect; nearly all actives have a fitted effect of over 80% in size; some results filed as inactive show a strong effect at the top dose
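MCF7-BRCA1-FFLuc cells, 2000/well in phenol-red-free MEM, attached 2 h then treated 48 h at 37 C. Luciferase luminescence read 15 min after reagent; normalized to genistein maximum activation (10microM) and DMSO, concentration-response fitted.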
FLuc modulator: inhibits or activates purified firefly luciferase, miR-21 counter-screen. P08659. AID 588342. Potency, µM (doses to about 57.5 µM), for the others: at the top dose activity change, negative = inhibition, most hits filed as inhibitors. 360,000 tested, 6.9% active. purified FLuc, Km substrates, luminescence inhibition;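 further: potency means the concentration at half of the fitted maximal effect; plate controls were vehicle for no effect and reference inhibitor for full effect; nearly all actives have a fitted effect of over 55% in size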
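Purified P. pyralis luciferase, 10 nM final, with Km-level 10 uM D-luciferin and 10 uM ATP in 50 mM Tris acetate pH 7.5, 10 mM Mg acetate, 0.01% Tween-20, 0.05% BSA; 6-point qHTS titration about 60 µM downward; luminescence read.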
p53 reactivation: mutant p53 re-activation in reporter cells; H1299 p53-A138V BP100-luciferase reporter, luminescence, 24 h; Potency, µM (doses to about 92.2 µM), inactives show at the highest dose activity change, positive = activation, usual class: activators; 320,000 tested, 0.063% active; AID 504706; further: potency means the concentration at half of the fitted maximal effect; % of control where 0% means no effect; nearly all actives have a fitted effect of over 45% in size
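p53-null H1299 cells stably carrying temperature-sensitive p53-A138V and a BP100-luciferase reporter were pinned with compounds (4-point, 1:5 series) and held 24 hrs at 37 deg C. Luminescence was read 10 min after detection reagent.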
An asterisk follows results filed as active; ? = inconclusive; . = no result given; [ ] = another dose, or the depositor's remark. Unless noted, the call rests on the fitted dose curve; in most records, active means well fitted curve in the direction sought with a large enough effect; inconclusive means small, poorly fitted or top-dose-only effect, or another doubt; inactive means no such curve, though single readings can be large; an effect the other way counts as inactive or inconclusive. This is a random part of the collection; any-hit rate near 15%.

SMILES | Tb PFK inh | VP16 counter | TRPV1 agonist | NPC1 prom act | Rab9 prom act | ELG1 genotox | ELG1 repair inh | RORg inh | BRCA1 expr up | FLuc modulator | p53 reactivation
CCOC(=O)/C(=N\Nc1ccc(C(C)=O)cc1)c1csc(Nc2ccccc2)n1 | -1% | ? | 29 | 3% | -6% | 6% | ? | ? | -34% | ? | -13%
COc1ccccc1-n1c(COc2ccccc2-c2ccccc2)nnc1SCC(=O)c1c(N)n(C)c(=O)n(C)c1=O | 1% | -13% | -5 | 2% | -5% | 0% | 8% | 11% | -12% | 1% | -4%
NC(=O)c1ccccc1NC(=O)CN1CCCCCC1 | 0% | -6% | 2 | 18% | 0% | -6% | 8% | ? | 23% | 4% | 4%
Cc1cccc(C(=O)NCC(=O)OCCOc2ccccc2Cl)c1 | 3% | . | 16 | -1% | -4% | 9% | 14% | . | 22% | -19% | -1%
Cc1cccc(N(C(=O)Nc2ccc(Cl)cc2)C2=NCC(C)S2)n1 (stereo not given) | -11% | -10% | 0 | 0% | -2% | 4% | 0% | -9% | 71% | -23% | 1%
O=P(c1cccs1)(c1cccs1)c1cccs1 | 0% | 12% | -2 | 1% | -2% | 12% | 3% | 26% | 19% | 2% | 0%
CCn1c(SCC(=O)Nc2ccc(C(C)=O)cc2)nc2nc3c(cc2c1=O)CCCC3 | -2% | ? | 6 | 12% | 21% | ? | ? | ? | 47% | ? | ?
CCOC(=O)Nc1ccc(S(=O)(=O)Nc2nccc(C)n2)cc1 | -5% | 1% | -3 | -1% | -2% | 7% | 5% | -30% | -43%[1.84 µM] | 0% | 3%
Cc1ccc(C(O)c2ccc(-n3ccnc3)cc2)cc1 (stereo not given) | -2% | 5% | 7 | -3% | 0% | -11% | ? | 5% | -16% | -8% | -4%
N#Cc1ccccc1NC(=O)COC(=O)CCc1ccccc1 | -2% | -3% | 12 | -3% | -2% | 2% | 1% | -2% | -11% | -1% | -4%
CCc1ccc(Oc2cc(Cl)nc(N)n2)cc1 | -1% | -12% | 0 | 18% | 23% | ? | ? | ? | ? | ? | 19%
COc1ccc(NC(=O)Cc2nnc(SCC(=O)Nc3cc(C)ccc3OC)n2C)cc1 | . | -12% | -2 | . | . | . | . | 21% | 3% | ? | .
O=C(COC(=O)Cc1ccsc1)Nc1ccc(Br)cc1F | -1% | . | ? | -4% | 1% | -1% | ? | . | -6% | 0% | -9%
CCC(C)[C@H](NC(=O)OC(C)(C)C)c1nnc(SCc2c(C)[nH]c(=O)[nH]c2=O)o1 (stereo not given in full) | 3% | -1% | 3 | 0% | 5% | -1% | 5% | 7% | 3% | 6% | -6%
CC(SCC(=O)O)c1nc2ccccc2[nH]1 (stereo not given) | 3% | 2% | 2 | 2% | -2% | 0% | -1% | -5% | 0% | 8% | -1%
Cc1cc(C)nc(SCC(=O)Nc2ncccn2)n1 | -2% | -13% | 0 | 0% | 2% | -1% | -1% | -11% | . | 1% | -1%
COc1ccc(CCNC(=O)COC(=O)Cc2c[nH]c3ccccc23)cc1OC | -4% | . | . | . | . | 0% | -24% | . | -21% | . | -1%
CN(C)c1oc(-c2ccccc2Cl)nc1S(=O)(=O)c1ccccc1 | 0% | 1% | 19 | 0% | 0% | -2% | ? | -23% | 1% | 0% | 2%
OCCC1CN(Cc2cccs2)CCN1Cc1ccccc1 (stereo not given) | 1% | 18% | 1 | 0% | 11% | -6% | -3% | 0% | 2% | 0% | 1%
O=C(Nc1c(C(=O)Nc2cccc(F)c2)oc2ccccc12)c1ccc2c(c1)OCO2 | 0% | 16% | 5 | 3% | 21% | ? | 17% | 7% | -45% | 8.5µM* | 2%
CN(CCCC[C@H](CNCc1ccc(-c2ccccc2)cc1)N1C[C@H](c2ccccc2)N(CCc2ccc(Cl)c(Cl)c2)C(=O)C1=O)Cc1ccc(-c2ccccc2)cc1 | -3% | ? | -2 | -10% | -45%[inhibitor] | -10% | ? | ? | . | 6% | -13%
COc1cccc(NC(=O)Nc2ccc(C)c(Cl)c2)c1 | 0% | -3% | 0 | ? | 2.8µM* | ? | ? | -1% | 7.1µM* | 2.7µM* | 25%
COc1cccc(C(=O)C2CCCN(Cc3c(C)n(C)n(-c4ccccc4)c3=O)C2)c1 (stereo not given) | 2% | 1% | 2 | -3% | 5% | 2% | -3% | 22% | 2% | 0% | 1%
COc1ccc(C(=O)CNc2ccccc2C#N)cc1 | 7% | -4% | 19 | ? | ? | 14% | ? | -1% | ? | -14% | 4%
O=C(COc1cc2oc(=O)c3c(c2cc1Cl)CCC3)N1C[C@H]2C[C@@H](C1)c1cccc(=O)n1C2 | 4% | 0% | 2 | -2% | -5% | 6% | ? | 19% | 3% | 2% | 13%
The listing continues.
SMILES | Tb PFK inh | VP16 counter | TRPV1 agonist | NPC1 prom act | Rab9 prom act | ELG1 genotox | ELG1 repair inh | RORg inh | BRCA1 expr up | FLuc modulator | p53 reactivation
O=C(Cc1csc(-c2ccccc2)n1)NCc1cccs1 | 0% | 14% | 19 | 11% | 11% | 8% | 18% | ? | 60% | ? | -3%
CC(c1ccccc1)n1c(-c2ccc(Cl)cc2)n[nH]c1=S (stereo not given) | -2% | 6.3µM* | 1 | 1% | 0% | 1% | 4% | 5.6µM* | -1% | -2% | -5%
COc1cccc(C(=O)NCc2nnc(SCC(=O)Nc3nccs3)n2-c2ccccc2)c1 | -7% | 1% | -1 | -1% | 0% | 3% | 0% | -30% | -5% | 0% | 3%
CC(C)(C)c1ccc(S(=O)(=O)N2CCC(NC(=O)c3ccco3)CC2)cc1 | 10% | 7% | -4 | -5% | 4% | -31%[inhibitor] | 10% | -10% | -12% | 1% | 3%
Cc1nnc(SCc2cc(=O)[nH]c(N3CCN(Cc4ccccc4)CC3)n2)s1 | 7% | -3% | 1 | 6% | -4% | -1% | 0% | 1% | -14% | 1% | -1%
Cc1cc(C)nc(SCC(=O)c2ccc(F)cc2F)n1 | ? | -7% | -3 | 2% | 6% | 4% | 17% | 9%[1.91 µM] | 28% | 0% | .
COC(=O)c1cc(=O)n(-c2c(Cl)cc(C(F)(F)F)cc2Cl)[nH]1 | 4% | -13% | -3 | 0% | 4% | -4% | -6% | -8% | -6% | -1% | 1%
Cc1ccc(OCCCCNC(C)c2ccccc2)c(C)c1 (stereo not given) | -2% | -3% | ? | 0% | -1% | -7% | -9% | 27%[1.91 µM] | -45% | 1% | .
c1ccc(Nc2ccc3c4c(cccc24)CC3)cc1 | -2% | ? | 14 | -8% | -6% | -2% | 21% | ? | 0% | -1% | 19%
COc1ccccc1N1CCN(CC(=O)Nc2ccc(Cl)c(C(F)(F)F)c2)CC1 | -4% | ? | 5 | -9% | 2% | -4% | ? | ? | -31% | 1% | 11%
O=C(Nc1cc(Cl)ccc1Oc1ccccc1)C1=COCCO1 | -3% | . | -3 | -7% | -3% | 3% | 8% | . | -33% | -2% | 2%
CSCC[C@H](NC(=O)[C@@H]1Cc2ccccc2CN1)C(=O)NC1CCCCC1 | 1% | 7% | -4 | 0% | 0% | -1%[9.26 µM] | 24% | 14% | 16% | 6% | -8%
Cc1ccc(Sc2sc(=O)n(C)c2S(=O)(=O)c2ccc(C)cc2)cc1 | 0% | -4% | 3 | -5% | -2% | -1% | -13% | 2% | -7% | -10% | -3%
Clc1cccc(-c2ccnc3nc(-n4cccc4)nn23)c1 | 4% | 0% | 13 | 1% | 1% | 1% | -1% | -4% | -32% | 11% | -19%
COc1ccc(NC(=O)c2ccccc2-c2ccccc2)c(C)c1 | -3% | -3% | 0 | -3% | -6% | -4% | -10% | 8% | -7% | 2% | -2%
Cc1cc(N2CC(C(=O)Nc3nccs3)CC2=O)ccc1C(C)C (stereo not given) | 1% | 16% | ? | 1% | 13% | -4% | 0% | ? | 8% | 11µM* | -13%
CS(=O)(=O)N(CC(=O)N1CCCC1)c1cc(Cl)ccc1Cl | 1% | 0% | 0 | 1% | -1% | -1% | 0% | 8% | -4% | 0% | -1%
Cc1ccc(-n2c(=O)c3c(n4cnnc24)-c2ccccc2CC32CCCCC2)cc1 | -2% | -6% | 1 | -6% | -1% | -4% | -15% | -2%[10 µM] | -6% | -2% | -6%
O=c1cc(CN2CCN(c3ccccc3F)CC2)c2cc(O)c(-c3ccccc3)cc2o1 | 0% | -19% | 0 | -2% | 2% | 13% | 13% | -13% | -18% | 0% | -7%
